VIM-2 inh: blocks Pseudomonas aeruginosa VIM-2 metallo-beta-lactamase. purified VIM-2, nitrocefin hydrolysis, epi-absorbance fluorescence. inhibition, % at 5.6 µM. 0.89% of 290,000 active. AID 1527;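 active = inhibition above the mean of all tested compounds plus 3 SD, cutoff set per screening run, cut at about 7.5% in these data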;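 note: red hydrolysis product quenches plate fluorescence so inhibitors raise well fluorescence; 0% = enzyme with DMSO and 100% = DMSO without enzyme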
M18AAP inhibitor: blocks P. falciparum M18 aspartyl aminopeptidase. 1.2% of 290,000 active. inhibition, % at 7.35 µM. recombinant PfM18AAP, H-Glu-NHMec fluorogenic cleavage;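 active = inhibition above the campaign mean inhibition over all tested compounds plus 3 SD, cut at about 28% in these data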;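 note: 0% = plate median of test compound wells and 100% = 2 mM ZnCl2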
PHOSPHO1 block: inhibitors of human PHOSPHO1 phosphatase; Q8TCT1; recombinant PHOSPHO1, absorbance phosphatase assay; inhibition, % at 13.3 µM; 1.1% of 290,000 active; AID 1565; in the data active = inhibition above about 60%
Target sequence (Q8TCT1 whole entry, looked up): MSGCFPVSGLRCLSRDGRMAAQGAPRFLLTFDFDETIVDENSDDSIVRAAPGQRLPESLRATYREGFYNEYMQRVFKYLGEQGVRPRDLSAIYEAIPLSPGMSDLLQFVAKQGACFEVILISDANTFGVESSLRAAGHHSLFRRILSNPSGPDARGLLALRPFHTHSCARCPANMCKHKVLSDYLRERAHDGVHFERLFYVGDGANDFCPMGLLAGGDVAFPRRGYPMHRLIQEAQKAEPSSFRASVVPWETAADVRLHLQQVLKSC
IDE inh: inhibits human insulin-degrading enzyme in HEK cells. inhibition, % at 5.59 µM. FAbetaB cleavage, fluorescence polarization. 0.41% of 320,000 active. AID 434962;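 active = percent inhibition above the average of all tested compounds plus 3 SD, set per screening campaign, cut at about 16% in these data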;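 note: IDE supplied by intact live HEK cells; FP after avidin binding of uncleaved biotin substrate so inhibition keeps polarization high; 0% = DMSO wells and 100% = 60 µM reference IDE inhibitor Ii1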
IDE cell activ: IDE (human) activation, cell-based; P14735; HEK cells, FAbeta-B cleavage, fluorescence polarization; 0% vehicle, 100% cell-free pure enzyme wells; activation, % at 5.96 µM; 0.073% of 340,000 active; AID 493087;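 active = activation above the mean of all tested compounds plus 3 SD, set per screening campaign, cut at about 17% in these data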
NALP1 yeast inh: NALP1 inhibition. S. cerevisiae NALP1/ASC/caspase-1 growth, X-gal OD620, 72 h. inhibition, % at 10 µM. 0.61% of 280,000 active. AID 2071; in the data active = inhibition mostly above about 24%, no sharp cut-off; inactive = mostly below about 32%; note: some compounds called inactive have numbers as strong as hits
p-CIP stab down: p/CIP protein destabilization | F442A p/CIP-EGFP cells, EGFP fluorescence, 16 h | Q05BA5 | 0.01% of 290,000 active | decrease of EGFP signal, % at 10 µM;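 active = EGFP signal decrease of at least 30% at 10 µM or well 3 SD below plate mean, unless failing retest; inactive = the rest, including hits failing retest or dose response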; note: some compounds called inactive have numbers as strong as hits; many of its hits are not listed in these tables
IMP-1 inh: inhibitors of Pseudomonas aeruginosa IMP-1 metallo-beta-lactamase | purified IMP-1, nitrocefin hydrolysis, epi-absorbance fluorescence | 0.45% of 290,000 active | inhibition, % at 5.6 µM | AID 1556;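 active = inhibition above the mean plus 3 SD of all compounds in the same screening run, cut at about 4.5% in these data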;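 note: 0% = IMP-1 with DMSO and 100% = DMSO wells lacking enzyme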
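System: purified IMP-1; amount: IMP-1 0.2 nM before substrate addition; compound: single dose, 5.6 µM; times: 25 °C, 15 min preincubation, 25 min reaction; signal: Epi-absorbance via hydrolysed-nitrocefin quenching of white-plate fluorescence, 480/530 nm, EDTA stop; benchmarks: DMSO with and without IMP-1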
GPR7 antag: blocks human GPR7 receptor signaling; P48145; GPR7-expressing cells, fluorescence antagonist assay; inhibition, % at 4.4 µM; 1.1% of 290,000 active; AID 1861; in the data active = inhibition above about 16%, passing the limit was not always enough;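 note: cells stimulated with the agonist NPW; 0% = agonist with vehicle and 100% = vehicle without agonist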
Target sequence (P48145 whole entry, looked up): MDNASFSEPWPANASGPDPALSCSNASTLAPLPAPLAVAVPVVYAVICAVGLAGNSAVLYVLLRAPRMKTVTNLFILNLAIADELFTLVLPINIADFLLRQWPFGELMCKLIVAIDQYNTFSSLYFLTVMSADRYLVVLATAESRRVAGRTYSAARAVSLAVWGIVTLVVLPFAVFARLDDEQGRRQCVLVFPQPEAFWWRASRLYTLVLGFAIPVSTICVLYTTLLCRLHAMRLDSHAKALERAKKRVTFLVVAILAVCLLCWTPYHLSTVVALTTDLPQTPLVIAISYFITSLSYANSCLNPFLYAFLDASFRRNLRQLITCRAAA
* hit, by the source's call.

What do the screens show for `N=c1cc(C2(O)CCCCC2)n2c(nc3ccccc32)s1`?
VIM-2 inh: -1.4; M18AAP inhibitor: -1; PHOSPHO1 block: 19; IDE inh: 1; IDE cell activ: 0; NALP1 yeast inh: 13; p-CIP stab down: -7; IMP-1 inh: -5.8; GPR7 antag: 0

What do the screens show for `COc1ccc(CCNC2CCc3ccccc3C2)cc1` (configuration not stated)?
VIM-2 inh: -1.5; M18AAP inhibitor: -1; PHOSPHO1 block: 14; IDE inh: 2; IDE cell activ: 5; NALP1 yeast inh: 0; p-CIP stab down: -2; IMP-1 inh: -1.5; GPR7 antag: -12

Results for CCO[C@H]1OC(C(=O)N2CCN(Cc3ccc4c(c3)OCO4)CC2)=C[C@@H](c2ccc(Br)cc2)[C@@H]1CCCO ?
VIM-2 inh: -0.6; M18AAP inhibitor: -2; PHOSPHO1 block: 44; IDE inh: 3; IDE cell activ: 2; NALP1 yeast inh: 3; p-CIP stab down: 0; IMP-1 inh: -2.2; GPR7 antag: 6

Results for N/C(=N\NC(=O)c1ccccc1)c1cc2ccccc2oc1=O ?
VIM-2 inh: -2.3; M18AAP inhibitor: 0; PHOSPHO1 block: 8; IDE inh: -1; IDE cell activ: 4; NALP1 yeast inh: -6; p-CIP stab down: -2; IMP-1 inh: -2.4; GPR7 antag: -2

How did Cc1ccc(NC(=O)Nc2cccs2)c(Cl)c1 do in these assays?
VIM-2 inh: -4.3; M18AAP inhibitor: 14; PHOSPHO1 block: 7; IDE inh: 0; IDE cell activ: 2; NALP1 yeast inh: 19; p-CIP stab down: -2; IMP-1 inh: -5.5; GPR7 antag: 6

Results for CCCN1C(=O)C2(OCCO2)c2cc(Cl)ccc21 ?
VIM-2 inh: -2.9; M18AAP inhibitor: -2; PHOSPHO1 block: 15; IDE cell activ: -2; NALP1 yeast inh: 8; p-CIP stab down: 2; IMP-1 inh: -2.7; GPR7 antag: -10

How did Cc1cc(C(=O)C(=O)N(C)C)c(C)n1-c1ccc([N+](=O)[O-])cc1 do in these assays?
VIM-2 inh: -0.1; M18AAP inhibitor: 7; PHOSPHO1 block: 18; IDE inh: 8; IDE cell activ: -8; NALP1 yeast inh: 34; p-CIP stab down: -4; IMP-1 inh: -1.7; GPR7 antag: -2

What do the screens show for `Cc1ccc(S(=O)(=O)Nc2ccccc2C(=O)N2CCN(C)CC2)cc1`?
VIM-2 inh: -2.5; M18AAP inhibitor: 4; PHOSPHO1 block: 23; IDE inh: -1; IDE cell activ: 3; NALP1 yeast inh: 12; p-CIP stab down: -2; IMP-1 inh: -1.6; GPR7 antag: -4

Results for CCCCSc1nc(O)c(C2OC(=O)c3c2ccc(OC)c3OC)c(=O)n1-c1ccccc1 (configuration not stated) ?
VIM-2 inh: -3.2; M18AAP inhibitor: -4; PHOSPHO1 block: 29; IDE inh: -1; IDE cell activ: -3; NALP1 yeast inh: 25; p-CIP stab down: -1; IMP-1 inh: -2.1; GPR7 antag: -4

Results for O=C(CN1C(=O)C2C3C=CC(C3)C2C1=O)N1CC=C(c2ccccc2)CC1 (configuration not stated) ?
VIM-2 inh: -1.9; M18AAP inhibitor: -2; PHOSPHO1 block: 6; IDE inh: -1; IDE cell activ: 1; NALP1 yeast inh: 8; p-CIP stab down: 4; IMP-1 inh: -0.6; GPR7 antag: -3

What do the screens show for `Cc1c(N(C)C(=O)c2ccco2)c(=O)n(-c2ccccc2)n1C`?
VIM-2 inh: -2.6; M18AAP inhibitor: -7; PHOSPHO1 block: 0; IDE inh: -1; IDE cell activ: 3; p-CIP stab down: -5; IMP-1 inh: 0.8; GPR7 antag: -11

Results for COC(=O)c1c(NC(=O)c2nn(C)cc2Cl)sc2c1CCCC2 ?
VIM-2 inh: -1.9; M18AAP inhibitor: 4; PHOSPHO1 block: 6; IDE inh: -5; IDE cell activ: 6; NALP1 yeast inh: -10; p-CIP stab down: -14; IMP-1 inh: -2.4; GPR7 antag: 6

What do the screens show for `CCC1(CC)N=C(c2ccccc2)C(=S)N1`?
VIM-2 inh: -4.9; M18AAP inhibitor: 2; PHOSPHO1 block: 23; IDE inh: 7; IDE cell activ: 0; NALP1 yeast inh: -12; p-CIP stab down: 2; IMP-1 inh: -4.0; GPR7 antag: -8

Results for Cc1cccc(C(=O)NCCNC(=O)c2ccccn2)c1 ?
VIM-2 inh: -0.5; M18AAP inhibitor: -3; PHOSPHO1 block: 32; IDE inh: 2; IDE cell activ: 4; NALP1 yeast inh: 2; p-CIP stab down: 3; IMP-1 inh: 1.9; GPR7 antag: -11

What do the screens show for `Nc1ccc(N(CCO)CCO)cc1`?
VIM-2 inh: -5.7; M18AAP inhibitor: 21; PHOSPHO1 block: 34; IDE inh: -1; IDE cell activ: 2; NALP1 yeast inh: 4; p-CIP stab down: -1; IMP-1 inh: -4.3; GPR7 antag: -9

Results for COc1ccc(NC(=O)CSc2nnc(-c3ccncc3)o2)c([N+](=O)[O-])c1 ?
VIM-2 inh: -5.4; M18AAP inhibitor: 12; PHOSPHO1 block: 38; IDE inh: 1; IDE cell activ: 2; NALP1 yeast inh: -3; p-CIP stab down: 1; IMP-1 inh: -5.9; GPR7 antag: -12

What do the screens show for `C=CCNC(=O)c1scc2c1CCCC2`?
VIM-2 inh: -3.2; M18AAP inhibitor: 0; PHOSPHO1 block: 10; IDE inh: 0; IDE cell activ: 2; NALP1 yeast inh: 8; p-CIP stab down: 10; IMP-1 inh: -1.1; GPR7 antag: -12

Results for CCCCn1c(N)c(N(CC(C)C)C(=O)CCC2CCCCC2)c(=O)[nH]c1=O ?
VIM-2 inh: -3.8; M18AAP inhibitor: -7; PHOSPHO1 block: -2; IDE inh: 8; IDE cell activ: 4; NALP1 yeast inh: 18; p-CIP stab down: -15; IMP-1 inh: -4.6; GPR7 antag: 5

What do the screens show for `CC(=O)C1=C(O)C(=O)N(c2ccc(C)cc2)C1c1ccc([N+](=O)[O-])cc1` (configuration not stated)?
VIM-2 inh: 0.7; M18AAP inhibitor: 3; PHOSPHO1 block: 4; IDE inh: 3; IDE cell activ: 2; NALP1 yeast inh: 8; p-CIP stab down: 8; IMP-1 inh: -0.1; GPR7 antag: -9

Results for CC1CCCCC1NC(=O)Cn1nnc2ccccc2c1=O (configuration not stated) ?
VIM-2 inh: -0.5; M18AAP inhibitor: -9; PHOSPHO1 block: 28; IDE inh: 1; IDE cell activ: 11; NALP1 yeast inh: -12; p-CIP stab down: 12; IMP-1 inh: -0.1; GPR7 antag: -8

What do the screens show for `Cc1ccc(/C=N/Nc2ccc(Cl)c(C(=O)O)c2)s1`?
VIM-2 inh: -2.7; M18AAP inhibitor: 3; PHOSPHO1 block: 4; IDE inh: 0; IDE cell activ: 5; NALP1 yeast inh: 7; p-CIP stab down: 2; IMP-1 inh: -5.7; GPR7 antag: -11

What do the screens show for `O=C1CNC(=O)/C1=C/c1ccc(O)cc1`?
VIM-2 inh: 0.2; M18AAP inhibitor: -2; PHOSPHO1 block: 16; IDE inh: 11; IDE cell activ: 1; NALP1 yeast inh: 4; p-CIP stab down: -12; IMP-1 inh: 1.3; GPR7 antag: -8

Results for O=C(N/N=C1/CCSC1)c1cccc([N+](=O)[O-])c1 ?
VIM-2 inh: -4.9; M18AAP inhibitor: 10; PHOSPHO1 block: -4; IDE inh: 2; IDE cell activ: -3; NALP1 yeast inh: 10; p-CIP stab down: -6; IMP-1 inh: -4.5; GPR7 antag: -9

Results for CC(NC(=O)C(=S)N1CCN(C)CC1)c1ccccc1 (configuration not stated) ?
VIM-2 inh: -2.5; M18AAP inhibitor: -8; PHOSPHO1 block: -13; IDE inh: 6; IDE cell activ: 1; NALP1 yeast inh: -12; p-CIP stab down: 10; IMP-1 inh: -1.1; GPR7 antag: 2

What do the screens show for `COc1ccccc1N1CC(C)(C)C(=O)N(C(=O)c2c(F)cccc2Cl)C1=S`?
VIM-2 inh: -1.3; M18AAP inhibitor: -5; PHOSPHO1 block: 7; IDE inh: 4; IDE cell activ: 6; NALP1 yeast inh: 6; p-CIP stab down: -1; IMP-1 inh: -1.4; GPR7 antag: -9

What do the screens show for `O=S(=O)(c1ccccc1)N1CCSC1c1ccco1` (configuration not stated)?
VIM-2 inh: -1.6; M18AAP inhibitor: -3; PHOSPHO1 block: 14; IDE cell activ: 3; NALP1 yeast inh: 2; p-CIP stab down: 1; IMP-1 inh: -0.8; GPR7 antag: -13

How did Cc1ccc(OC(=O)CCC(=O)N2CCc3ccccc32)cc1 do in these assays?
VIM-2 inh: 0.9; M18AAP inhibitor: -5; PHOSPHO1 block: -5; IDE inh: 5; IDE cell activ: -3; NALP1 yeast inh: 5; p-CIP stab down: 2; IMP-1 inh: -4.2; GPR7 antag: -11

What do the screens show for `CC(=O)Nc1ccccc1C(=O)C(=O)Nc1cccc(C(=O)N2CC(C)CC(C)C2)c1` (configuration not stated)?
VIM-2 inh: -1.3; M18AAP inhibitor: -2; PHOSPHO1 block: 20; IDE inh: 1; IDE cell activ: 6; NALP1 yeast inh: 14; p-CIP stab down: -9; IMP-1 inh: -1.5; GPR7 antag: -11

What do the screens show for `Cc1ccc(C(=O)Nc2cc(C(C)C)c(O)c(C(C)C)c2)cc1`?
VIM-2 inh: -2.4; M18AAP inhibitor: 7; PHOSPHO1 block: 4; IDE inh: 2; IDE cell activ: 4; NALP1 yeast inh: 35; p-CIP stab down: -10; IMP-1 inh: -3.2; GPR7 antag: 0

Results for COc1cc(SC)ccc1C(=O)NCc1ccc(C)cc1 ?
VIM-2 inh: -7.3; M18AAP inhibitor: -7; PHOSPHO1 block: 30; IDE inh: 0; IDE cell activ: 2; NALP1 yeast inh: -12; p-CIP stab down: -5; IMP-1 inh: -2.7; GPR7 antag: -5

What do the screens show for `CC(=O)N1c2ccccc2NC2=C(C(=O)CCC2)C1c1ccc(F)cc1` (configuration not stated)?
VIM-2 inh: -2.2; M18AAP inhibitor: 1; PHOSPHO1 block: -8; IDE inh: 1; IDE cell activ: -4; NALP1 yeast inh: -13; p-CIP stab down: -8; IMP-1 inh: -4.0; GPR7 antag: -6

What do the screens show for `Cc1ccc(OCCC(=O)O)cc1`?
VIM-2 inh: -2.5; M18AAP inhibitor: 0; PHOSPHO1 block: 20; IDE inh: 3; IDE cell activ: -3; NALP1 yeast inh: 0; p-CIP stab down: -18; IMP-1 inh: -2.5; GPR7 antag: -11

Results for COc1ccc(/C=C/C(O)=C(\C#N)c2nnc(N3CCOCC3)n2-c2ccccc2)cc1OC ?
VIM-2 inh: -4.4; M18AAP inhibitor: -8; PHOSPHO1 block: 12; IDE inh: 0; IDE cell activ: 4; NALP1 yeast inh: -6; p-CIP stab down: 2; IMP-1 inh: -4.0; GPR7 antag: -8

What do the screens show for `CN(c1ccccc1)S(=O)(=O)c1cccc(NC(=O)CSc2ncc(C(F)(F)F)cc2Cl)c1`?
VIM-2 inh: -2.3; M18AAP inhibitor: 1; PHOSPHO1 block: -13; IDE inh: 2; IDE cell activ: 3; NALP1 yeast inh: 27; p-CIP stab down: 2; IMP-1 inh: -3.8; GPR7 antag: -12

How did Cc1cc(C)cc(NC(=O)C2CCCN2S(=O)(=O)c2ccc3c(c2)C(C)(C)C(=O)N3C)c1 (configuration not stated) do in these assays?
VIM-2 inh: -1.1; M18AAP inhibitor: 3; PHOSPHO1 block: 7; IDE inh: -2; IDE cell activ: -3; NALP1 yeast inh: 23; p-CIP stab down: -6; IMP-1 inh: -4.9; GPR7 antag: -10

Bioassay records: PubChem BioAssay, several laboratories
